Compound activity: PubChem, several laboratories
rCAG RNA binder – binds r(CAG) RNA repeats; r(CAG) RNA repeat, TO-PRO-1 dye displacement fluorescence; inhibition, % at 3 µM; 370,000 tested, 1.3% active; AID 651821;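 active = inhibition above the plate cutoff, the mean of all test compounds on that plate plus 3 SD, cut at about 35% in these data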;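 note: 0% = DMSO alone and 100% = 100 µM mitoxantrone as full dye displacement; higher means more dye released from RNA so lower well fluorescence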
TCR CD3 inh – blocks the human TCR-CD3 interaction; TAMRA-labeled TCR probe fluorescence, biochemical; 360,000 tested, 0.37% active; inhibition, % at 9.4 µM; in the data active = inhibition above about 19%;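 note: recombinant mutant TCR 2C K166C tagged with TAMRA read by polarization; 0% = receptor in buffer alone and 100% = receptor with positive control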
SIAE primary – human SIAE inhibition, primary screen; Q9HAT2; SIAE FP-Rh probe binding, fluorescence polarization; inhibition, % at 9.66 µM; 370,000 tested, 0.69% active;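 active = inhibition above a cutoff: mean of compounds within the control limits plus 3 SD of those, cut at about 17% in these data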;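 note: 0% = plate median of compound wells and 100% = probe without SIAE protein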
GC-B act – GC-B (human) receptor activation. HEK293-GC-B cells, CNP EC30, cGMP TR-FRET; 0% at EC30 CNP, 100% saturating CNP. P20594. activation, % at 10 µM. 370,000 tested, 0.11% active;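 active = activation at 10 µM reaching about 35% in either raw or pattern-adjusted values, limit read from the data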
MBD2 DNA inh – inhibitors of human MBD2 binding to methylated oligonucleotide; TR-FRET; Q9UBB5; AID 686964; 370,000 tested, 0.31% active; inhibition, % at 4.4 µM; in the data active = inhibition above about 13%
ABHD4 inh – inhibits mouse alpha/beta hydrolase domain 4 | Q8VD66 | purified mABHD4, FP-Rh probe fluorescence polarization | inhibition, % at 8.92 µM | 370,000 tested, 0.54% active;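 active = inhibition exceeding the mean over every tested compound plus 3 SD, cut at about 30% in these data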;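 note: 0% = plate median of compound wells and 100% = S159A mutant with DMSO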
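Assay system: mABHD4 protein; medium: HEPES pH 7.0, NaCl, Pluronic buffer; dosing: 8.92 µM, single dose; schedule: 45 min + 60 min at 25 °C; signal: FP readout, ex 525 nm / em 598 nm; read-out: normalized percent inhibition of probe labeling; repeats: single replicate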
PRMT1 inh – PRMT1 (human) inhibition, primary screen. Q99873. recombinant PRMT1, activity-based probe fluorescence polarization. inhibition, % at 2.79 µM. 370,000 tested, 1.3% active. AID 652257;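 active = inhibition above about 21% made by adding two undisclosed values, limit read from the data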
Target sequence (Q99873 whole entry, looked up): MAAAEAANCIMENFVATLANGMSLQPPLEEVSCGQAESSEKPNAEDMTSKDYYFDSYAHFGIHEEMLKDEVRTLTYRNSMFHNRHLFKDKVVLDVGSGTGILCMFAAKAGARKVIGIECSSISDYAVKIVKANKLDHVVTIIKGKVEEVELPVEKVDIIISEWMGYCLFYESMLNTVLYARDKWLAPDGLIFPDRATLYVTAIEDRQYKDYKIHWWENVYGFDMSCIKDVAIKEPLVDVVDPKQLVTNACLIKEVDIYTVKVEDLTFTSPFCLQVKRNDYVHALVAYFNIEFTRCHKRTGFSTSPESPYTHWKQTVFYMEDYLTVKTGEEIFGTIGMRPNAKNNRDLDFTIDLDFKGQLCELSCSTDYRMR
TDP2 inh – TDP2 (human) inhibition, absorbance primary screen. recombinant TDP2, T5PNP hydrolysis, p-nitrophenol absorbance 415 nm. AID 720702. 370,000 tested, 0.34% active. inhibition, % at 12.8 µM;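 active = inhibition above the mean of all tested compounds plus 3 SD, set per campaign, cut at about 25% in these data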;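 note: 0% = DMSO with enzyme and 100% = buffer with substrate but no TDP2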
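Test system: Human TDP2 enzyme | Reagent: 5 mM T5PNP | Compound dosing: 12.8 µM single point, 1% DMSO | Incubation: Enzyme reaction with compound for 2 h at 37 °C | Technique: p-Nitrophenol epi absorbance | Read-out: % inhibition relative to enzyme-containing and enzyme-free wells | Benchmarks: High control without enzyme, low control DMSO plus TDP2 | Replicates: Singlicate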
LEDGF integ inh – blocks HIV-1 LEDGF/p75-dependent DNA integration | TR-FRET IN-LEDGF/p75 DNA integration, Eu/Cy5 | inhibition, % at 3.7 µM | 370,000 tested, 0.64% active | AID 743269;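 active = inhibition above the screen-wide mean plus 3 SD, cut at about 13% in these data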;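 note: signal is the Cy5 over europium emission ratio at 671 and 618 nm; 0% = plate median of compound wells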
HTRA1 inhibitor – HTRA1 (human) protease inhibition; recombinant HTRA1, FP-rhodamine activity-based probe, fluorescence polarization; 340,000 tested, 0.5% active; inhibition, % at 5.96 µM; Q92743; AID 504803; in the data active = inhibition above about 36%;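 note: 0% = enzyme with DMSO and 100% = wells lacking enzyme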
Target sequence (Q92743 whole entry, looked up): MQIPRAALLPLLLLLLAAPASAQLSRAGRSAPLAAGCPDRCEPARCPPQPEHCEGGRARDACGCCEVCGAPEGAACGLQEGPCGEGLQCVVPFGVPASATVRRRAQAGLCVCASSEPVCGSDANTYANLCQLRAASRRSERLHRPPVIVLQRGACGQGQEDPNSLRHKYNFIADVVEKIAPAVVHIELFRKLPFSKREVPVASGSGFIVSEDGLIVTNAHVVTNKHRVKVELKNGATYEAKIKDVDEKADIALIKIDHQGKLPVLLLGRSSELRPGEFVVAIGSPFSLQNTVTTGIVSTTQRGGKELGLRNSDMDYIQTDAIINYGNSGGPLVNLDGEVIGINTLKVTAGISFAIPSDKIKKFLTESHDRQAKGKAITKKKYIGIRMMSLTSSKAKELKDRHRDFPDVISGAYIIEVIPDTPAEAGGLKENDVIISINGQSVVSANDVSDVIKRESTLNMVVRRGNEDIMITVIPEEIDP
* marks the source's active call; other numbers are inactive results; . = no result given. A portion of the library (hit frequency here may not be typical).

SMILES | rCAG RNA binder | TCR CD3 inh | SIAE primary | GC-B act | MBD2 DNA inh | ABHD4 inh | PRMT1 inh | TDP2 inh | LEDGF integ inh | HTRA1 inhibitor
CCCC(C(=O)NCCC(C)C)N(Cc1ccc(F)cc1)C(=O)c1snc(C(N)=O)c1N (centres undefined) | -6.8 | 0.8 | 5.5 | -19.1 | -6.5 | -5.0 | 6.2 | 6.7 | 3.5 | -8.8
CC(C)c1nc(SCC(=O)Nc2nccs2)c2ccccc2n1 | 0.2 | -3.0 | 0.7 | -3.2 | 0.3 | 3.0 | 4.5 | -2.7 | -4.6 | -6.4
CCOC(=O)C1(Cc2cccc(Cl)c2)CCCN(C(=O)c2cccnc2)C1 (centres undefined) | -5.5 | -0.5 | 3.3 | -7.2 | -7.5 | 0.5 | -2.5 | 2.4 | 6.9 | -4.7
CC(=O)c1cccc(NC(=S)N2CCC(Cc3ccccc3)CC2)c1 | 0.4 | 0.1 | -4.1 | 2.7 | -0.6 | -7.6 | 1.4 | 6.8 | -0.1 | -29.9
CCO[C@@H]1OC(C(=O)O)=C[C@H](c2csc3ccccc23)[C@H]1CCCO | 6.3 | 2.9 | 1.1 | -2.7 | 4.6 | 4.2 | 1.8 | -3.5 | 3.2 | -2.9
CCN(CC(=O)Nc1ccc(NC(C)=O)cc1)C(=O)c1cc(CN2C(=O)c3ccccc3C2=O)ccc1OC | 1.2 | 2.8 | 2.7 | 3.9 | -0.1 | 1.0 | -0.6 | 1.0 | -0.6 | -3.2
COc1ccccc1Nc1nc(N)nc(CN2CCC(Cc3ccccc3)CC2)n1 | -5.9 | -11.8 | -8.5 | -5.2 | 9.5 | -11.5 | 2.3 | -9.2 | 14.8* | -10.4
CCSC1=NC2(CCCCC2)Nc2sc3c(c21)CCCC3 | -0.4 | 10.9 | 8.1 | -13.1 | -6.6 | 16.3 | 11.3 | -1.9 | -3.1 | -2.7
N[C@@H](Cc1ccccc1)c1nnc2sc(SCc3ccccc3)nn12 | -2.5 | -6.5 | -3.8 | -2.7 | 2.3 | 3.7 | 1.6 | -2.9 | 3.8 | -8.9
COc1ccc(C(=O)N2CCCC(Nc3ccc(C(C)C)cc3)C2)c(OC)n1 (centres undefined) | -7.9 | -9.4 | 1.2 | -2.1 | 1.5 | 4.2 | 0.2 | -5.3 | 2.5 | 1.3
CCOCCCNC(C(=O)Nc1ccc(OC)c(Cl)c1)c1ccccc1 (centres undefined) | -6.3 | 4.7 | 0.0 | -2.2 | 8.0 | -5.1 | -5.6 | -6.7 | -3.2 | 1.9
COc1ccc(CCNC(=O)CCc2ccc(S(=O)(=O)NC(C)C)cc2)cc1 | -5.0 | -0.1 | -1.8 | 0.3 | -2.7 | -1.8 | -0.7 | 4.2 | 2.6 | 4.0
O=C1OC(NC(=O)c2ccccc2)C(N2CCOCC2)=C1Cl (centres undefined) | -0.6 | 6.4 | -2.0 | 3.2 | 1.7 | -1.8 | 0.2 | 0.9 | 1.9 | -1.4
Cc1ccc(-c2csc3ncnc(Oc4ccc5c(C)cc(=O)oc5c4)c23)cc1 | 6.1 | 1.7 | -21.1 | -6.7 | -6.7 | -3.2 | 0.9 | 6.1 | -1.0 | -3.2
O=C(O)C1CC(=O)N(CCc2c[nH]c3ccccc23)C1 (centres undefined) | 1.5 | 2.3 | 1.6 | 9.3 | 3.0 | 2.5 | -1.3 | 5.5 | 1.7 | 6.7
CCOc1ccccc1/C=N/NC(=O)c1cc(C(C)C)[nH]n1 | -3.1 | 1.7 | -5.9 | 0.7 | 0.2 | -3.1 | 1.6 | 1.0 | -3.7 | 0.2
O=C(OCC(=O)N1CCCC1)c1cncc(Br)c1 | -0.2 | -4.5 | 2.7 | -3.2 | 3.4 | 4.8 | 5.2 | 5.0 | 0.9 | 3.2
C/C(Cl)=C\Cn1c(NCCc2ccccc2)nc2c1c(=O)n(C)c(=O)n2C | -4.6 | -1.9 | 4.6 | . | 2.6 | 7.0 | 3.0 | 3.2 | -0.2 | 4.7
CCn1ccnc1CNC(=O)c1ccc2oc(C(C)C)nc2c1 | -3.0 | 4.9 | 3.1 | 1.2 | 1.0 | -10.9 | -6.1 | -9.7 | 4.7 | 1.9
CC(C)(C)n1nnnc1C(CCc1ccccc1)N1CCN(C/C=C/c2ccccc2)CC1 (centres undefined) | 3.9 | -2.9 | -4.6 | -2.4 | 1.9 | -0.8 | 1.7 | -4.9 | -2.5 | .
CCN(CC(=O)Nc1ccc2c(c1)OCCO2)C(=O)COc1ccc(C(C)=O)cc1 | -0.8 | -5.4 | 1.1 | 0.1 | 0.1 | -2.2 | -4.4 | -7.5 | 0.4 | 3.2
O=C(c1ccc(Cl)cc1)c1c[nH]c(C(=O)C(Cl)(Cl)Cl)c1 | 0.0 | -8.9 | -4.4 | 7.4 | 1.6 | -3.8 | 1.5 | 1.2 | 0.8 | -6.4
Cc1ccc(F)cc1NC(=O)CSc1nc(Nc2ccccc2)nc(N2CCOCC2)n1 | -0.4 | -5.7 | 3.6 | -7.9 | -0.6 | 4.3 | 3.6 | -11.0 | -6.3 | -1.0
C/C(CC(=O)Nc1ccc(N(C)C)cc1)=N\NC(=O)c1ccc(Cl)cc1 | 1.6 | 1.8 | 6.5 | 2.2 | 0.1 | 4.0 | -1.5 | -19.8 | 3.4 | 3.2
C#CCNC(=O)/C=C/c1ccc(OC)cc1 | 1.3 | 3.5 | -1.8 | 3.8 | 0.9 | -3.7 | 1.7 | -8.7 | -1.8 | 2.9
(continued)
SMILES | rCAG RNA binder | TCR CD3 inh | SIAE primary | GC-B act | MBD2 DNA inh | ABHD4 inh | PRMT1 inh | TDP2 inh | LEDGF integ inh | HTRA1 inhibitor
COc1cc2c(cc1OC)CN(S(C)(=O)=O)CC2 | -2.8 | -4.7 | -2.2 | 6.4 | 7.3 | -5.5 | 8.7 | -10.5 | -2.3 | 7.8
CCN(C(=O)CSc1nc(C)nc2sc(C)c(C)c12)c1ccc(F)cc1 | -0.1 | -4.7 | 1.8 | -2.5 | 0.1 | 3.2 | 2.7 | 2.9 | -3.7 | 2.0
COc1ccccc1N1CCN(C(=O)CN(c2ccccc2OC)S(=O)(=O)c2ccccc2)CC1 | -6.6 | 0.1 | 13.3 | 0.6 | -2.0 | -1.0 | -1.3 | -9.0 | -1.8 | 2.2
O=C(Nc1cccc(-c2nnc(-c3ccccc3)o2)c1)C1CC1 | 0.6 | 6.7 | -2.5 | 0.0 | -3.9 | -3.7 | 0.6 | 3.4 | 0.2 | -16.7
CCC(=O)c1ccc(NC(C)=O)cc1O | -0.1 | 3.7 | 3.6 | -1.7 | -1.7 | 0.5 | -2.4 | 3.3 | 0.3 | 4.1
CCOC(=O)C1=C(COC(=O)CSc2ccc(C)cc2)NC(=O)NC1C (centres undefined) | -0.8 | 11.2 | 4.7 | -4.8 | -4.4 | 1.6 | -6.2 | 11.9 | 0.8 | -4.6
Cc1ccsc1C(=O)OCC(=O)Nc1nnc(-c2ccccc2)o1 | 8.3 | 3.1 | 0.8 | -2.6 | 4.3 | 0.0 | -4.7 | -5.5 | 4.6 | 9.0
CC1(C(=O)Nc2ccc3c(c2)OCCO3)CSCC(=O)N1C1CCN(Cc2ccccc2)CC1 (centres undefined) | 2.0 | -5.7 | 2.1 | 1.8 | 3.0 | 1.0 | 4.3 | -2.4 | -2.9 | .
Cc1cc(NC(=O)Cn2cnc3sc(C)c(-c4ccccc4)c3c2=O)no1 | 2.3 | 1.1 | -4.5 | 0.9 | 0.7 | -5.5 | -0.7 | -6.7 | -0.2 | -18.1
O=C(C1CC(c2ccccc2O)=NO1)N1CCCC1 (centres undefined) | -1.5 | 5.6 | -1.9 | -0.1 | -1.0 | -0.2 | 1.8 | 0.5 | 1.2 | -2.3
NC(c1csc(NC(=O)Nc2ccccc2)n1)C1CCCCC1 (centres undefined) | 41.7* | -4.5 | -5.7 | 6.3 | 1.1 | -0.1 | 0.6 | 0.4 | 3.3 | .
COC(=O)c1sccc1NC(=S)OC | -3.9 | -3.9 | -4.7 | 1.5 | 7.8 | -0.6 | 9.3 | -10.1 | -1.4 | -4.2
COc1cc(OC)cc(C(=O)NNC(=O)CCNS(=O)(=O)c2ccc(C)c(C)c2)c1 | -7.4 | -5.9 | 3.9 | -1.8 | -6.7 | 1.6 | -0.6 | -3.2 | -1.8 | 3.1
CC(=O)Nc1ccc(CN2CCC(N3CCC(C(=O)NC4CC4)CC3)CC2)cc1 | 1.1 | -3.0 | -8.6 | -1.1 | -2.0 | -1.9 | 0.0 | 2.7 | 0.9 | -0.8
CCN1CCN(C(c2cccnc2)c2c(NC(=O)c3ccco3)sc(C)c2C)CC1 (centres undefined) | 0.4 | -6.0 | 9.0 | -14.8 | -0.4 | 6.1 | 1.0 | 0.4 | -5.2 | 10.3
Cc1ccc2nc(-c3ccc(NC(=O)CCN4C(=O)c5ccccc5C4=O)cc3)sc2c1 | 5.8 | -3.8 | 1.6 | -9.2 | 4.8 | 6.6 | 5.9 | -0.7 | -3.6 | -11.2
Cc1ccc(NC(=O)C2CCCNC2=O)nc1 (centres undefined) | 0.7 | 5.4 | 0.6 | 4.9 | -7.9 | -0.1 | 0.3 | 7.3 | -1.1 | 1.9
CC(Sc1ccc(S(=O)(=O)N2CCOCC2)cn1)c1ccccc1Cl (centres undefined) | 2.7 | 1.8 | 1.7 | 1.1 | 1.6 | -9.5 | 9.8 | 6.5 | -0.8 | -16.2
O=c1onc(-c2ccccc2Cl)n1-c1ccccc1Cl | -3.2 | 3.5 | 6.6 | 2.1 | 2.9 | -5.7 | -1.4 | 3.9 | 0.4 | 29.5
CC1CCCCC1NC(=O)c1cc(Cl)nc2ccccc12 (centres undefined) | -0.2 | 0.8 | -3.4 | 2.2 | -2.3 | -1.1 | 0.8 | -1.1 | -1.9 | -0.9
C=CCNCCOc1c(C)cc(C)cc1Cl | 0.3 | 3.5 | -1.2 | -3.8 | -3.6 | -1.1 | -0.5 | -2.2 | 4.1 | 2.5
COc1cccc(C(=O)NOCc2ccc(C)cc2)c1OC | 5.2 | 4.8 | 2.6 | -4.2 | 0.5 | 2.0 | -2.8 | 2.9 | -1.7 | 0.9
COc1cc(/C=N/NC(=O)c2cc(-c3ccccc3C)nc3ccccc23)cc(OC)c1O | 7.7 | 4.4 | 3.6 | 11.5 | 4.1 | -1.9 | -3.7 | -10.2 | 3.0 | .
COc1ccc(OCCC(=O)Nc2ccccc2)cc1 | -1.6 | -3.8 | -14.7 | 4.8 | -2.8 | -5.8 | -4.1 | 5.6 | 4.7 | 5.4

Compound profiles, from the list above.
Listed for COC(=O)c1sccc1NC(=S)OC → rCAG RNA binder: -3.9; TCR CD3 inh: -3.9; SIAE primary: -4.7; GC-B act: 1.5; MBD2 DNA inh: 7.8; ABHD4 inh: -0.6; PRMT1 inh: 9.3; TDP2 inh: -10.1; LEDGF integ inh: -1.4; HTRA1 inhibitor: -4.2
Listed for CC(Sc1ccc(S(=O)(=O)N2CCOCC2)cn1)c1ccccc1Cl (centres undefined) → rCAG RNA binder: 2.7; TCR CD3 inh: 1.8; SIAE primary: 1.7; GC-B act: 1.1; MBD2 DNA inh: 1.6; ABHD4 inh: -9.5; PRMT1 inh: 9.8; TDP2 inh: 6.5; LEDGF integ inh: -0.8; HTRA1 inhibitor: -16.2
